Smad3 FoxH1 inh: Smad3 (human) transcription factor binding inhibition. inhibition, % at 25 µM. TR-FRET Smad3/Dy647-FoxH1 peptide binding, europium anti-His. P84022. actives 0.29% (n = 88,000);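 active = compounds that reduce the energy-transfer binding signal between the protein and its labelled peptide by more than half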;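 also: 0% = Smad3 plus labelled peptide maximal FRET and 100% = peptide-only background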
Target sequence (P84022 whole entry, looked up): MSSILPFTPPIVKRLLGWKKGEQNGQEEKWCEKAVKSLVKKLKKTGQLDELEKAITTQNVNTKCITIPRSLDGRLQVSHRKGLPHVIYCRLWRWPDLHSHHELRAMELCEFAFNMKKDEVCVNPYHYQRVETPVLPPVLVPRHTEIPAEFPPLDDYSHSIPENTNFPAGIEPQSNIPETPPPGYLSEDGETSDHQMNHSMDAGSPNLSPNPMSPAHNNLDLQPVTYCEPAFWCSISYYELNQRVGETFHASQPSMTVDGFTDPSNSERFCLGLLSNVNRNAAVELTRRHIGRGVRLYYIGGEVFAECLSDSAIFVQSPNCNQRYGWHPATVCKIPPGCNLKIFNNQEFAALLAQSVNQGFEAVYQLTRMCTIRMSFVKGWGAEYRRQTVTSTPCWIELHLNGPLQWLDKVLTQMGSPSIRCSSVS
H69AR growth 86K: blocks growth of human H69AR lung tumor cells; H69AR lung tumor viability, ATP luminescence, 72 h; hits give low values; AID 598; actives 6% (n = 85,000); viability, % at 10 µM;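 active = viability at or below 40%; inactive = viability above 40%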;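 also: multidrug resistant small cell line overexpressing MRP-1 efflux transporter; 100% = mean luminescence of untreated control wells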
HUVEC inhibit: human endothelial cell proliferation inhibition; actives 1.1% (n = 86,000); HUVEC proliferation, CellTiter-Glo luminescence, 72 h; hits give low values; AID 648; viability, % at 10 µM (by protocol);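 active = viability at or below 30%; inactive = viability above 30%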;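 also: 100% = median luminescence of DMSO-only cell control wells on each plate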
ERa coact pot: ER-alpha (human) coactivator binding potentiation; TR-FRET ERalpha-LBD/SRC-Cy5 coactivator binding, 2 h; 100 = basal binding, no effect; AID 639; actives 1.3% (n = 86,000); P03372; coactivator binding (% of control), % at 25.6 µM; in the data active = activity above about 200%;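 also: binding measured in presence of low estradiol as agonist stimulus; 0% = peptide alone without receptor and 100% = receptor with peptide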
ERb SRC1 inh: ER-beta (human) coactivator binding inhibition; actives 1.3% (n = 86,000); TR-FRET ER-beta LBD / SRC1-Cy5 peptide binding; receptor agonist-loaded with 1 µM estradiol; Q92731; inhibition, % at 25.6 µM; AID 633;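 active = compounds whose percent inhibition of the receptor-coactivator binding signal exceeds about 50% in the single-dose screen, limit read from the data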;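 also: 0% = receptor plus peptide wells without compound and 100% = peptide-only wells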
Target sequence (Q92731 whole entry, looked up, the tested form may be a part): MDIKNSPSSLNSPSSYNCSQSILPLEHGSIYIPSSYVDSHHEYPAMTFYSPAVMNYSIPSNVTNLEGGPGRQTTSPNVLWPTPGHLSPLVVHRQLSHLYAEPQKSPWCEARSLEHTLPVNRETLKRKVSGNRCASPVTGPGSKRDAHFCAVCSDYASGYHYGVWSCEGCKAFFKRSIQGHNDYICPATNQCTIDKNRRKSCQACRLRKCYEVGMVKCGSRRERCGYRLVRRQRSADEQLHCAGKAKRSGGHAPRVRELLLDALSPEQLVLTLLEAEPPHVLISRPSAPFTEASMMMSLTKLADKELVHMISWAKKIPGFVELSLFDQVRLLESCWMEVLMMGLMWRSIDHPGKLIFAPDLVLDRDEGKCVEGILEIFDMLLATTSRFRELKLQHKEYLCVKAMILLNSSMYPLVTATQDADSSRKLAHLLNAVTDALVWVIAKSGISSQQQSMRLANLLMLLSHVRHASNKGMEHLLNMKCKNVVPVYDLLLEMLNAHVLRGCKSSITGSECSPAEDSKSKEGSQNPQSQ
ERa SRC1 inh: blocks coactivator binding to human estrogen receptor alpha. inhibition, % at 25.6 µM. P03372. actives 1.7% (n = 86,000). TR-FRET ER-alpha LBD / SRC-1 peptide, estradiol-bound; in the data active = inhibition above about 50%;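 also: 0% = receptor plus peptide control and 100% = peptide only without receptor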
sEH act: activators of human soluble epoxide hydrolase. P34913. purified human sEH enzymatic activity, activator screen. activation, % at 2 µM. actives 0.04% (n = 91,000). AID 717; in the data active = activation above about 37%; also: values of inactives mirror those of a sister screen read the other way
Candida biofilm: kills Candida albicans biofilms; C. albicans biofilm + clotrimazole, Alamar Blue; inhibition, % at 6 µM; actives 0.14% (n = 85,000); AID 834;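 active = inhibition above 20%; inactive = inhibition below 20%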;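 also: preformed 24 hr biofilms exposed to compound for 48 hr; 0% = biofilm without compound and 100% = blank killed by clotrimazole plus chlorhexidine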
Lung fibro prol: blocks proliferation of human lung fibroblasts; AID 719; LL 47 human lung fibroblast viability, ATP luminescence; hits give low values; actives 1.1% (n = 85,000); viability, % at 10 µM;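 active = viability at or below 50% in the single dose screen; inactive = viability above 50%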;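 also: compound exposure lasted 72 h before the ATP readout; 100% = median luminescence of untreated cell-only wells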
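Material: human lung fibroblast line LL 47, low passage; Evaluation: viability percentage against median untreated-cell control; Buffer or medium: 15% FBS in IMEM; Incubation: 72 h compound exposure at 37 °C after overnight plating; Dosing: 0.1% DMSO in all compound wells; Measured by: CellTiter-Glo luminescence.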
* marks the source's active call; other numbers are inactive results; . = no result given; [ ] = dose if it differs, or a comment. Only part of the results is shown; the hit share may differ from the screen's.

entry | canonical_smiles | Smad3 FoxH1 inh | H69AR growth 86K | HUVEC inhibit | ERa coact pot | ERb SRC1 inh | ERa SRC1 inh | sEH act | Candida biofilm | Lung fibro prol
1 | Cc1cc(=O)n2nc(-c3ccccc3)sc2c1C#N | -5 | 66 | 96 | 107 | 8 | -2 | . | 8 | 96
2 | CN(C)S(=O)(=O)c1ccc(/C(O)=C2/C(=O)C(=O)N(Cc3cccnc3)C2c2ccco2)cc1 (stereo not drawn) | 0 | 76 | 93 | 109 | 8[fluorescence artefact?] | -8 | -42 | 7 | 98
3 | CC(C(=O)N1CCCCC1)n1sc2ccccc2c1=O (stereo not drawn) | -3 | 88 | 100 | 106[fluorescence artefact?] | -2 | 9[fluorescence artefact?] | . | 5 | 95
4 | CCCOP(=O)(c1ccc(N(C)C)cc1)C(O)c1ccccc1OC (stereo not drawn) | -6 | 90 | 114 | 85 | -7 | 5 | -8 | 6 | 102
5 | Cc1cc(NC(=O)COc2ncnc3sc(C)c(C)c23)no1 | 11 | 86 | 104 | 103 | -18 | -26 | 1 | 6 | 89
6 | O=C(Nc1nc2ccccc2n1CCN1CCCCC1)c1ccc(Cl)cc1 | 21[fluorescence artefact?] | 71 | 99 | 116 | -2 | -5[fluorescence artefact?] | -8 | 3 | 79
7 | CCCOc1ccc(N2C(=O)CC(N3CCN(c4nc5ccccc5s4)CC3)C2=O)cc1 (stereo not drawn) | -3 | 106 | 83 | 106 | -2 | -3 | -2 | 3 | 98
8 | O=C(O)CCCC(=O)OCCCCc1cccs1 | 1 | 94 | 95 | 113 | 1[fluorescence artefact?] | 5[fluorescence artefact?] | 6 | 6 | 97
9 | CS(=O)(=O)N(Cc1ccco1)Cc1ccccc1Cl | 10 | 94 | 101 | 103 | 2 | 2 | 1 | 1 | 101
10 | CCOC(=O)N1CCN(C(=O)CSc2nnc(CNC(=O)c3c(F)cccc3Cl)o2)CC1 | -2 | 88 | 104 | 96 | 7 | 1 | 4 | 3 | 102
11 | COC(=O)CSc1nnc(-c2ccncc2)n1N | 0 | 102 | 96 | 98 | -12 | -11 | 3 | 8 | 103
12 | CC(C)(C)n1nc2c(c1NC(=O)c1ccc(S(=O)(=O)N3CCCCC3)cc1)CS(=O)C2 (stereo not drawn) | 4 | 95 | 93 | 107 | 5[fluorescence artefact?] | -3 | 9 | 13 | .
13 | CC1CN(C(=O)CN2C(=O)NC3(CCCCCC3)C2=O)CC(C)O1 (stereo not drawn) | -3 | 106 | 96 | 113 | -21 | -13 | 9 | -1 | 111
14 | CC(C)(C)C(=O)Nc1nc(-c2ccccc2)ns1 | -9 | 73 | 79 | 97 | 7[fluorescence artefact?] | -7 | -11 | -3 | 103
15 | CCCSc1nnc2n(N)c(=O)c3ccccc3n12 | 0 | 94 | 86 | 108 | -9 | -3 | 10 | 7 | 95
16 | COCCNC(=O)COc1ccc(C)c(C)c1 | -2 | 86 | 92 | 116 | 2 | 1 | 4 | -3 | 102
17 | CC(NS(=O)(=O)c1ccc(F)cc1)C(=O)NCc1ccncc1 (stereo not drawn) | -1 | 104 | 99 | 133[fluorescence artefact?] | -6 | 1 | -6 | -2 | 102
18 | Clc1ccc(-c2noc(CCCOc3ccccc3)n2)cc1 | 3 | 97 | 101 | 110 | -18[fluorescence artefact?] | 0 | -4 | 7 | 99
19 | COc1ccc(C(=O)Nc2nc3ccc4nc(C)sc4c3s2)cc1 | 4[fluorescence artefact?] | 93 | 109 | 109[fluorescence artefact?] | 41[fluorescence artefact?] | 46[fluorescence artefact?] | 4 | 6 | 105
20 | CCOC(=O)c1ccc(NC(=O)N2CCN(S(C)(=O)=O)CC2)cc1 | 0 | 96 | 95 | 105 | -7 | -7 | -7 | 5 | 94
21 | CCN(CC)C(=O)CSc1nnc(-c2ccc(S(=O)(=O)NCc3ccccc3Cl)cc2)o1 | 2 | 104 | 97 | 119 | 2 | -5 | 0 | 4 | 96
22 | Cc1cccc(-c2noc(CCC(=O)Nc3ccccc3)n2)c1 | -5 | 98 | 95 | 106 | 9 | 17 | -2 | -2 | 96
23 | Cc1nc(-c2cnn(-c3ccccc3)c2)c2cc(C)oc2n1 | 4 | 59 | 73 | 93[fluorescence artefact?] | 1 | 2 | . | 0 | 98
24 | Clc1ccc(OCc2nc(-c3ccncc3)no2)c(Cl)c1 | -7 | 84 | 112 | 96 | -9 | -4 | 3 | 10 | 104

25: O=P(O)(O)c1ccccc1OCCOCCOc1ccccc1P(=O)(O)O
26: O=c1[nH]n(-c2cccc3cccnc23)c(=O)c2ccccc12
27: Cc1ccc(CO/N=C\Cc2snc(Sc3ncc(C(F)(F)F)cc3Cl)c2C#N)cc1
28: CC1(C)Cc2c(C#N)c(OCC(=O)c3ccccc3)nc(-c3ccoc3)c2CO1
29: CC1(C)CC(=O)C(C=Nc2ccc(Cl)cn2)=C(O)C1
30: COc1ccccc1N(CC(=O)NCc1ccccc1)C(=O)CCC(=O)Nc1ccccn1
31: Cc1nc2c(C(=O)NCc3ccc(F)cc3)c[nH]n2c(=O)c1Cl
32: COc1ccc(Nc2oc(-c3ccccc3Cl)nc2C#N)cc1

Assay by compound	25	26	27	28	29	30	31	32
Smad3 FoxH1 inh	12	10	14	2	-1	1	-10	6
H69AR growth 86K	94	.	66	63	103	88	99	14*
HUVEC inhibit	91	93	106	87	96	92	96	30*
ERa coact pot	93	110	100	102	121	88	82	82[fluorescence artefact?]
ERb SRC1 inh	-18	8	2	-10	-7	-1	-4[fluorescence artefact?]	77*[fluorescence artefact?]
ERa SRC1 inh	-22	-11	3[fluorescence artefact?]	-18	1[fluorescence artefact?]	2	7	30
sEH act	.	-1	4	-4	.	1	4	-7
Candida biofilm	5	5	-1	-2	8	9	5	5
Lung fibro prol	97	100	116	76	91	.	103	23*

33: CCN(CC)CCNC(=O)c1cc(S(C)(=O)=O)ccc1OC
34: Cc1cc2oc(=O)cc(CN3CCC(C)CC3)c2c(C)c1Cl
35: COc1ccc(NC(=O)Cn2nnc(-c3ccc(CN4CCOCC4)cc3)n2)c(OC)c1
36: Cc1ccc(S(=O)(=O)N2CCC(C(=O)N[C@H](C(=O)NCC3CCCO3)C(C)C)CC2)cc1 (stereo partly drawn)
37: CN(C)c1ccc(CN2CCCCC2)cc1
38: CCOc1ccc(Br)cc1/C(C)=N\NC1=NCCN1
39: COc1ccc(Cn2nnc(C(=O)Nc3ccc(F)cc3)c2N)cc1
40: CCc1n[nH]c(=S)n1/N=C/c1ccc2c(c1)OCO2

Assay by compound	33	34	35	36	37	38	39	40
Smad3 FoxH1 inh	5	4	4	-7	14	-11	8	-8
H69AR growth 86K	98	81	95	90	88	18*	97	96
HUVEC inhibit	97	100	93	97	95	58	91	87
ERa coact pot	118	108	132	118	90	80	109	97
ERb SRC1 inh	-2	1	-7	-6	0	14	4	-13
ERa SRC1 inh	3	3	-7	0	32	23	2	-9
sEH act	.	-1	-3	-8	7	-1	2	-8
Candida biofilm	10	2	7	12	1	4	2	9
Lung fibro prol	98	99	99	95	101	52	91	104

5 entries picked at random from those above:
37: CN(C)c1ccc(CN2CCCCC2)cc1
33: CCN(CC)CCNC(=O)c1cc(S(C)(=O)=O)ccc1OC
34: Cc1cc2oc(=O)cc(CN3CCC(C)CC3)c2c(C)c1Cl
35: COc1ccc(NC(=O)Cn2nnc(-c3ccc(CN4CCOCC4)cc3)n2)c(OC)c1
39: COc1ccc(Cn2nnc(C(=O)Nc3ccc(F)cc3)c2N)cc1

Assay by compound	37	33	34	35	39
Smad3 FoxH1 inh	14	5	4	4	8
H69AR growth 86K	88	98	81	95	97
HUVEC inhibit	95	97	100	93	91
ERa coact pot	90	118	108	132	109
ERb SRC1 inh	0	-2	1	-7	4
ERa SRC1 inh	32	3	3	-7	2
sEH act	7	.	-1	-3	2
Candida biofilm	1	10	2	7	2
Lung fibro prol	101	98	99	99	91

(further entries)
41: O=C(Nc1nccs1)c1cn(-c2ccccc2)nc1-c1ccccc1
42: CCOC(=O)c1ccc(N2C(=O)CC(N3CCC(C(=O)OCC)CC3)C2=O)cc1 (stereo not drawn)
43: CCOc1ccc(NC(=O)NCCN2C(C)CCCC2C)cc1 (stereo not drawn)
44: O=C(NC(Nc1ncccn1)C(=O)c1ccccc1)c1ccccc1 (stereo not drawn)
45: Cc1[nH]n(CCC#N)c(=O)c1CC(=O)N1CCN(c2ccccc2)CC1
46: CCC(=O)Nc1ccc(C(=O)CSc2nnc(-c3cccnc3)o2)cc1
47: O=C(NCCc1csc(-c2cccnc2)n1)c1cccs1
48: CCOC(=O)c1nn(-c2ccccc2)c(=O)c(C#N)c1C

Assay by compound	41	42	43	44	45	46	47	48
Smad3 FoxH1 inh	-2	14[fluorescence artefact?]	-6	8	6	-1	5	7
H69AR growth 86K	47	99	89	98	96	95	97	92
HUVEC inhibit	68	110	103	94	96	90	92	95
ERa coact pot	106	127	118	116	119	68[fluorescence artefact?]	122	123
ERb SRC1 inh	-3	-2	-2	-4	-11	14[fluorescence artefact?]	0	24
ERa SRC1 inh	18	-1	-5	6	-9	25[fluorescence artefact?]	1	-2
sEH act	-6	-7	3	1	-8	26	.	4
Candida biofilm	1	2	8	4	.	4	18	3
Lung fibro prol	85	99	100	99	100	95	107	104

Arranged by value in ERa coact pot (high to low): some entries from above.
entry	canonical_smiles	ERa coact pot
48	CCOC(=O)c1nn(-c2ccccc2)c(=O)c(C#N)c1C	123
47	O=C(NCCc1csc(-c2cccnc2)n1)c1cccs1	122
45	Cc1[nH]n(CCC#N)c(=O)c1CC(=O)N1CCN(c2ccccc2)CC1	119

Next part
49: Cc1ccc2oc(NC(=O)N3CCOCC3)cc(=O)c2c1
50: CCN(CC)CCCNc1cc2n(c(=O)n1)CCc1cc(OC)c(OC)cc1-2
51: O=C(CN1C(=O)C2CC=CCC2C1=O)Nc1nnc(SCc2ccc(F)cc2)s1 (stereo not drawn)
52: CCOC(=O)c1c(NC(=O)c2ccc(Br)o2)sc2c1CCCC2

Assay by compound	49	50	51	52
Smad3 FoxH1 inh	8	8	-5	4
H69AR growth 86K	74	86	91	70
HUVEC inhibit	90	86	93	106
ERa coact pot	105	96	108	89
ERb SRC1 inh	-2	-1	-6	5
ERa SRC1 inh	-1	-3[fluorescence artefact?]	2	8
sEH act	.	-4	3	.
Candida biofilm	7	1	3	6
Lung fibro prol	100	95	95	98
